TR SRC2 fluor cs – alters Texas Red total fluorescence, flagging assay interference. TRb/SRC2 Texas Red total fluorescence interference. Potency, µM (doses to about 106 µM), without a hit: at the highest dose fluorescence change, negative = quenching. 280,000 tested, 0.29% active; active = well fitted curve in either direction with a large enough effect; inconclusive = small, poorly fitted or top-dose-only effect
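Human TRb ligand-binding domain at 0.6 uM with 20 nM Texas Red SRC2 peptide in Tris buffer containing 1 uM T3 and 5% DMSO, incubated with compound 5 h at ambient temperature. Total fluorescence (555/632 nm) calculated as parallel + 2 × perpendicular.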
TRb-SRC2 inh – inhibitors of human thyroid hormone receptor beta-SRC2 interaction. Potency, µM (top dose mostly 106 µM), without a hit: top-dose activity change, negative = inhibition, actives largely listed as inhibitors. 280,000 tested, 0.065% active. TRbeta-SRC2 peptide binding, fluorescence polarization; receptor liganded with 1 µM T3. P10828. AID 1469;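 also: plate controls were bound peptide for no effect and peptide without receptor for full effect; nearly all actives have a fitted effect of over 50% in size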
Target sequence (P10828 whole entry, looked up): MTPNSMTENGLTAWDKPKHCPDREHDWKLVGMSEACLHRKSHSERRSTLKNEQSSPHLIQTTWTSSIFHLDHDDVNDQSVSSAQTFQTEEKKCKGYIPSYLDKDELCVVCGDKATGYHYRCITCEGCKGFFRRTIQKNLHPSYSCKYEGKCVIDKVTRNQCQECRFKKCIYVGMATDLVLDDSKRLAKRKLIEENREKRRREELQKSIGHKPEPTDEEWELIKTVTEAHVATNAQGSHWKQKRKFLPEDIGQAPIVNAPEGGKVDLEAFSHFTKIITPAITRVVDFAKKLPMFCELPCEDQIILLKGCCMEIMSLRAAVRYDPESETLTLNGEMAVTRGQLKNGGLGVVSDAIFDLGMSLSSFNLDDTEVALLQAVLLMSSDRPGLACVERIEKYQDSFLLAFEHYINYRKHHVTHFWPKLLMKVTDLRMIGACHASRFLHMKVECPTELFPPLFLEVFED
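Human TRb LBD (0.6 uM) plus Texas Red-labeled SRC2 peptide (20 nM), 1uM T3, 5% DMSO, 5 hr at ambient temperature. Decreased polarization (555/632 nm) flags inhibition; data normalized to free and bound peptide controls.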
KDM4E inh – inhibitors of human JMJD2E histone demethylase | B2RXH2 | JMJD2E catalytic domain, FDH-coupled NADH fluorescence (FDH is formaldehyde dehydrogenase) | Potency, µM (highest dose often 57.1 µM), for inactives: top-dose activity change, negative = inhibition, hits mostly inhibitors | 230,000 tested, 1.6% active; active = well fitted inhibition curve with a large enough effect, not every such curve was filed as active; inconclusive = small, poorly fitted or top-dose-only effect, or another doubt; inactive = no such curve, though single readings can be large or run the other way;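 also: 0% = wells with enzyme and -100% = buffer wells without enzyme; nearly all actives have a fitted effect of over 50% in size; many of its hits are not listed in these tables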
RGS12 GoLoco inh – blocks human Gai1 binding to RGS12 GoLoco peptide, red readout | P63096 | Gai1:RGS12 GoLoco peptide FP, rhodamine, 10 min | Potency, µM (doses to about 61.6 µM), without a hit: top-dose activity, negative = inhibition, hits mostly inhibitors | 230,000 tested, 0.44% active; active = well fitted inhibition curve with a large enough effect, not every such curve was filed as active; inactive = no such curve, though single readings can be large or run the other way; also: nearly all actives have a fitted effect of over 30% in size; many of its hits are not listed in these tables
Target sequence (P63096 whole entry, looked up): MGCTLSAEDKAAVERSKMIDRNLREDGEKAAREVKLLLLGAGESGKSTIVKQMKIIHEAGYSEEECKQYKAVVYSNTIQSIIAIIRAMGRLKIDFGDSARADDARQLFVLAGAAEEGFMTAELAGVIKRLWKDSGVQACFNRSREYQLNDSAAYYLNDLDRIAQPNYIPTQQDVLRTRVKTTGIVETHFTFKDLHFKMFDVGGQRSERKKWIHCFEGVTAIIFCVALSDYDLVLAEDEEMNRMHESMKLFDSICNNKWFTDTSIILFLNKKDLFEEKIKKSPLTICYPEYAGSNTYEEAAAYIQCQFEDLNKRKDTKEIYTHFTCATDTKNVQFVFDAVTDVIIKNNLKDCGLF
Tau ThT inhib – tau fibrillization inhibition (ThT binding). P10636. recombinant tau K18 P301L (four-repeat tau fragment), heparin-induced fibrillization, ThT fluorescence. Potency, µM (highest dose often 57.4 µM), for the others: at the highest dose activity, negative = inhibition, actives largely listed as inhibitors. 270,000 tested, 2.1% active. AID 1460; also: nearly all actives have a fitted effect of over 55% in size
Target sequence (P10636 561-689 P618L limits assumed): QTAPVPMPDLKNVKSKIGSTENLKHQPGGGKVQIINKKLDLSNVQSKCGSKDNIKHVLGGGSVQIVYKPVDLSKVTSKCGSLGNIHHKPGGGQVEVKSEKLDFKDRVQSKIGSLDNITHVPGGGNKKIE
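Recombinant human tau K18 fragment […] carrying P301L, 15 uM unlabeled plus 0.24 uM Alexa 594-labeled, was fibrillized with 20 uM heparin in 100 mM sodium acetate pH 7 for 6 hr at 37 C; 30 uM ThT fluorescence read after 1 hr.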
RECQ1 helicase – RECQ1 (human) helicase inhibition; P46063; RECQ1 DNA unwinding, red fluorescence kinetic read; Potency, µM (doses to about 57.3 µM), without a hit: at the top dose activity, negative = inhibition, actives largely listed as inhibitors; 240,000 tested, 0.54% active; AID 2549;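 also: plate controls were vehicle for no effect and no enzyme for full effect; nearly all actives have a fitted effect of over 30% in size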
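50 nM RECQ1T1 preincubated 15 min with compound in Tris pH 8.0 buffer with MgCl2, DTT, Tween-20 and 2.5 ug/ml poly(dI-dC); started with 200 nM TAMRA/BHQ-2 forked duplex and 2 mM ATP. Unwinding read as fluorescence (525/598 nm), two reads 2 h apart.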
L3MBTL1 block – blocks human L3MBTL1 | Q9Y468 | AlphaScreen L3MBTL1–H3K9me1 peptide binding | Potency, µM (titrated, usually from 57.1 µM), for inactives: top-dose activity, negative = inhibition, actives largely listed as inhibitors | 230,000 tested, 0.66% active | AID 485360; also: nearly all actives have a fitted effect of over 60% in size
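First, the protein-peptide complex forms for 30 min at room temperature (L3MBTL1 50 nM, biotinylated H3K9me1 peptide 75 nM). Next, compounds are pin-transferred and incubated 30 min. Finally, AlphaScreen beads are added and read after 30 min.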
Tau FP inhib – blocks human tau fibril formation measured by polarization; P10636; K18 P301L tau heparin fibrillization, Alexa594 FP, 6 h; Potency, µM (doses to about 57.7 µM), for the others: top-dose activity, negative = inhibition, hits mostly inhibitors; 280,000 tested, 0.39% active; also: nearly all actives have a fitted effect of over 55% in size
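FP of Alexa 594-tau after heparin (20 uM) induction. Substrate: human K18 P301L, 15 uM unlabeled, 0.24 uM labeled. Buffer 100 mM sodium acetate pH 7. 6 hr, 37 C.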
Active calls of the source: *; i = inactive; ? = inconclusive; . = no result given; [ ] = remark or other dose. Unless noted, calls follow the shape of the dose curve; as a rule, active = well fitted curve in the direction sought with a large enough effect; inconclusive = small, poorly fitted or top-dose-only effect, or another doubt; inactive = no such curve, though single readings can be large; an effect the other way counts as inactive or inconclusive. Unless noted, % is scaled to controls: 0 for no effect and ±100 for the full control effect; potency is read from the fitted curve at half-maximal effect.

canonical_smiles	TR SRC2 fluor cs	TRb-SRC2 inh	KDM4E inh	RGS12 GoLoco inh	Tau ThT inhib	RECQ1 helicase	L3MBTL1 block	Tau FP inhib
NC(=O)CCS(=O)(=O)c1ccc(Cl)cc1	-6%	-6%	9%	12%	-5%	5%	-1%	0%
CC1(C)CCC(C)(C)NC(=S)N1	1%	-1%	5%	9%	-2%	i	4%	7%
CCOc1ccc(-n2c(N)c(C(=O)NCc3cccnc3)sc2=S)cc1	1%	-7%	-1%	-1%	-7%	i	-7%	?
N/C(Cc1ccc([N+](=O)[O-])cc1)=N\OC(=O)C(c1ccccc1)c1ccccc1	1%	3%	-1%	.	?	-3%	1%	-15%
CCc1nn2c(=O)cc(COC(=O)c3ccccc3NC(=O)c3ccc(C(C)(C)C)cc3)nc2s1	-1%	-2%	.	.	-9%	.	.	4%
Cc1cc(=O)n2c(-c3ccccc3C)n[nH]c2n1	-4%	-4%	1%	6%	1%	10%	.	-1%
COc1ccc(C(=O)Nc2cccc(OC)c2)cc1	-2%	-3%	-3%	-9%	0%	1%	-2%	4%
COc1ccc(C(CC(=O)Nc2ccc(Cl)cc2F)NC(=O)C(F)(F)F)cc1 (stereo not given)	1%	3%	7%	-1%	9%	-3%	-5%	-3%
COc1ccc(N2C(S)=C(C#N)C(=O)NC2c2ccco2)cc1 (stereo not given)	-1%	-1%	3%	-10%	?	0%	13%	?
O=C(Nc1ccc2oc(-c3ccc(Cl)c(Cl)c3)nc2c1)c1ncn[nH]1	3%	9%	?	10%	-4%	-5%	.	2%
O=S1(=O)CCN(C(CCO)c2cccc(C(F)(F)F)c2)CC1 (stereo not given)	-1%	3%	3%	-8%	-1%	1%	29%	2%
O=C(O)CCCCc1nc2ccccc2s1	-4%	-1%	-2%	5%	-5%	i	.	3%
Cc1ccc(C(=O)C(C)Oc2cccc(NC(=O)c3ccco3)c2)cc1 (stereo not given)	1%	-2%	-11%	1%	-3%	i	-11%	-2%
C=CCN(C(=O)CNC(=O)c1cccs1)C(C(=O)NC(C)(C)C)c1ccccc1 (stereo not given)	-1%	-2%	6%	8%	-5%	6%	2%	-2%
c1cc(CNCCCN2CCOCC2)ccn1	-3%	-4%	-9%	7%	-9%	i	4%	0%
C/C(=N\Nc1ccccn1)c1ccc2c(c1)OCO2	-2%	1%	-11%	4%	?	i	.	3%
COc1ccccc1NS(=O)(=O)c1ccc(O)c(C(=O)OCC(=O)c2ccc(Cl)cc2Cl)c1	-2%	-2%	-15%	77%[activator]	-8%	26%	-29%	4%
Cn1nc(C(=O)Nc2nc(-c3ccc(F)cc3)cs2)ccc1=O	-6%	-1%	2%	349%[activator]	-14%	-6%	-7%	4%
O=C1COc2ccc(C(=O)COC(=O)CNC(=O)c3ccco3)cc2N1	0%	4%	-7%	10%	-9%	i	5%	-2%
CCOC(=O)c1ccc(NC(=O)Cn2cnc(S(=O)(=O)N3CCCC3)c2)cc1	-4%	-4%	.	.	13%	.	.	6%
CCN(C(=O)c1ccc(C(C)(C)C)cc1)c1nnc(Cn2nnc3ccccc32)s1	-1%	-6%	2%	2%	-20%	-13%	-10%	2%
O=c1nc2ccccc2c2n1CC(CN1CCN(c3ccccc3F)CC1)N2 (stereo not given)	1%	-5%	13%	13%	-11%	1%	1%	-4%
O=C(O)c1ccc(/C=C2\SC(=Nc3ccccc3)N(c3ccccc3)C2=O)cc1	-3%	4%	14%	1%	-18%	-11%	.	2%
COc1ccccc1NC(=O)CCN1CCCCCC1	-5%	-6%	2%	9%	-3%	-16%	-6%	10%
CC(C)c1nnc(SCC(=O)N2CCOCC2)n1C	2%	9%	5%	4%	7%	0%	-6%	-2%

(listing goes on)
canonical_smiles	TR SRC2 fluor cs	TRb-SRC2 inh	KDM4E inh	RGS12 GoLoco inh	Tau ThT inhib	RECQ1 helicase	L3MBTL1 block	Tau FP inhib
Cc1ccc(S(=O)(=O)N2CCCC2C(=O)OCC(=O)Nc2ccc3c(c2)OCO3)cc1 (stereo not given)	8%	4%	-4%	10%	-17%	i	-6%	6%
Cc1ccc(CS(=O)Cc2ccc(C(=O)NCc3ccccc3Cl)o2)cc1 (stereo not given)	0%	-3%	.	.	0%	.	.	5%
CCOc1cc(/C=N/Nc2nncc(-c3ccccc3)n2)ccc1O	-4%	-2%	-9%	4%	?	9%	-3%	2%
O=[N+]([O-])c1ccccc1OCCCN1CCOCC1	0%	1%	9%	2%	-5%	-2%	2%	-5%
CCN(CC)CCNC(=O)C(=O)NCC1OCCN1S(=O)(=O)c1ccc2c(c1)OCCO2 (stereo not given)	-1%	4%	2%	-4%	-14%	i	11%	0%
Cc1csc(NC(=O)CSc2nnc(-c3ccccc3)o2)n1	-1%	1%	3%	11%	?	-10%	.	-6%
CCCN(Cc1cccs1)C(=O)Nc1cc(C)cc(C)c1	-2%	-5%	.	.	-18%	.	.	-14%
Cc1nc2ncnn2c(C)c1CCC(=O)N1CCN(Cc2ccccc2)CC1	-9%	6%	-1%	-13%	3%	i	.	0%
C/C(=N\NC(=O)C(C)Oc1ccc([N+](=O)[O-])cc1)c1ccccn1 (stereo not given)	-1%	1%	?	-2%	-13%	-6%	-2%	-2%
Cc1nc(-c2cccc(Br)c2)ccc1C(=O)O	-2%	-5%	-16%	8%	1%	3%	-23%	4%
O=C(NC1CCCCC1)c1ccc(Cn2cc(Cl)cn2)cc1	1%	-1%	6%	-7%	0%	i	.	-4%
Cc1ccc2nc(NCc3ccccc3)c3nncn3c2c1	?	-4%	.	.	-1%	.	.	-2%
COc1ccccc1N1CCN(C(=O)C2CCN(S(=O)(=O)c3cnc[nH]3)CC2)CC1	0%	-10%	.	.	4%	.	.	-1%
O=C1CCCC2=C1C(c1ccc3c(c1)OCO3)c1c([nH]n(-c3ccccc3)c1=O)N2 (stereo not given)	0%	8%	3%	-8%	-5%	0%	-6%	8%
O=C(NCCc1ccccc1)c1ccc(=O)oc1	-2%	-4%	-1%	-25%	-3%	-12%	.	-2%
COc1cc(/C=N/NC(=O)c2ccc(COc3cc(C)ccc3C(C)C)cc2)cc(OC)c1O	0%	-5%	-4%	8%	?	1%	-7%	?
COc1ccc(C(=O)Cc2cnn(-c3ccccc3)c2)c(O)c1	-3%	-20%	-30%	8%	-16%	i	.	-10%
Cc1nc(N2CCOCC2)c2nc(-c3ccccc3)n(CCCN(C)C)c2n1	-1%	-2%	?	4%	7%	i	.	-1%
COC(=O)c1ccc(N2CCS(=O)(=O)CC2)cc1	2%	1%	-12%	8%	-1%	1%	3%	-9%
CC1CC(=O)c2cnc(Nc3cccc(C(F)(F)F)c3)nc2C1 (stereo not given)	-1%	5%	-1%	2%	-4%	-2%	-1%	-12%
COc1ccc(C(=O)NNC2=CC(=O)CC(C)(C)C2)cc1	3%	2%	-2%	1%	-3%	-2%	-1%	6%
CCOC(=O)c1ccccc1N1C(=O)CSC1=S	3%	3%	2%	58%[activator]	?	-9%	.	6%
Cc1cc(NC(=O)CSCC(=O)N(c2ccc(F)cc2)C(C(=O)NC2CCCCC2)c2ccc(O)c(O)c2)no1 (stereo not given)	-1%	0%	8%	-19%	-9%	-2%	-18%	3%
CCCN1CN(Cc2ccco2)c2nc3ccccc3n2C1	-6%	1%	-3%	-2%	-3%	4%	-7%	-1%
CC(=O)Nc1ccc(/C(C)=N/NC(=O)c2ccc(F)cc2)cc1	-1%	2%	4%	5%	-15%	-10%	6%	0%

The results go on:
canonical_smiles	TR SRC2 fluor cs	TRb-SRC2 inh	KDM4E inh	RGS12 GoLoco inh	Tau ThT inhib	RECQ1 helicase	L3MBTL1 block	Tau FP inhib
Fc1cc2nc(-c3ccncc3)[nH]c2cc1F	-2%	-7%	?	-11%	1%	i	11%	-5%
O=C(Nc1cccc(Cl)c1)Nc1nnc(-c2ccncc2)s1	-2%	3%	?	-5%	-3%	-14%	-2%	3%
CCCc1nn2c(=O)cc(COC(=O)c3ccccc3NC(=O)COc3ccccc3F)nc2s1	1%	5%	.	.	-3%	.	.	3%
O=c1ccnc(SCCC(F)=C(F)F)[nH]1	-1%	1%	9%	6%	-2%	0%	14%	5%
Cc1ccc(C(=O)Oc2coc(CSc3nnc(NC(=O)C4CC4)s3)cc2=O)cc1C	-9%	-2%	4%	23%	?	-15%	-16%	-8%
Cc1[nH][nH]c(=O)c1C(c1c(C)[nH][nH]c1=O)c1cn(Cc2ccc(F)cc2)c2ccccc12	2%	?	?	-3%	8.9µM*	9%	?	?
Cc1ccccc1NC(=O)c1sc2nc3c(c(-c4ccco4)c2c1N)CCCC3	-1%	-13%	102%[activator]	7%	-23%	-8%	.	-1%
COc1ccc(NC(=O)Cn2nnc(-c3ccccc3NS(=O)(=O)c3ccc(OC)cc3)n2)cc1	0%	-6%	3%	-21%	2%	-8%	19%	0%
COc1ccc(N(CC(=O)Nc2ccc(C)cc2C)S(=O)(=O)c2ccccc2[N+](=O)[O-])c(OC)c1	0%[53 µM]	8%[53 µM]	8%	10%	-8%	-15%	-8%	-9%
COc1ccc(CNC(=O)C/C(C)=N/NC(=O)Cc2ccc(OC)cc2)cc1	0%	-5%	18%	12%	-1%	i	8%	1%
CC(=O)Nc1ccc(OC(=O)c2ccco2)cc1	-2%	14%	4%	-6%	-3%	4%	15%[11.4 µM]	2%

3 entries out of the list, sorted by number of heavy atoms, descending:
canonical_smiles	TR SRC2 fluor cs	TRb-SRC2 inh	KDM4E inh	RGS12 GoLoco inh	Tau ThT inhib	RECQ1 helicase	L3MBTL1 block	Tau FP inhib
COc1ccc(NC(=O)Cn2nnc(-c3ccccc3NS(=O)(=O)c3ccc(OC)cc3)n2)cc1	0%	-6%	3%	-21%	2%	-8%	19%	0%
Cc1ccc(C(=O)Oc2coc(CSc3nnc(NC(=O)C4CC4)s3)cc2=O)cc1C	-9%	-2%	4%	23%	?	-15%	-16%	-8%
O=C(Nc1cccc(Cl)c1)Nc1nnc(-c2ccncc2)s1	-2%	3%	?	-5%	-3%	-14%	-2%	3%

Bioassay records from PubChem BioAssay.

An excerpt; count on the stated rates, not on these rows.
